hK5 inh – blocks human kallikrein 5 protease activity; Q9Y337; inhibition, % at 5 µM; hit rate 0.59% among 210,000; recombinant hK5, fluorogenic AMC substrate cleavage;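 active means inhibition of 40% or more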;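 further: 0% = enzyme controls without compound and 100% = no-enzyme blanks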
Target sequence (Q9Y337 67-293 limits assumed): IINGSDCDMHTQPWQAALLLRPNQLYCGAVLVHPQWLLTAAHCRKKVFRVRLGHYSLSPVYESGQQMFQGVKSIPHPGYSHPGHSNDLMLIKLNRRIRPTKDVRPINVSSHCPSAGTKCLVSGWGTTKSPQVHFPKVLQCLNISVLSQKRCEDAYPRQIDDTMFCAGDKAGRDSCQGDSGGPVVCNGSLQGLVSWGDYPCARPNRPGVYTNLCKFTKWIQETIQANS
KCC2 mod – modulators of human KCC2 chloride dependent transport | hit rate 2.2% among 190,000 | KCC2 cells, thallium flux FluoZin-2 fluorescence | Q9H2X9 | B-score of Tl+ flux slope (higher = more flux/activation; lower = inhibition) at 10 µM;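 active means thallium flux slope and its plate-corrected score both differing from the plate sample mean at a set confidence after two filtering rounds, in either direction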;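 further: slope of fluorescence scaled to starting intensity during 10 to 20 s after thallium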
FXIIa inh – blocks human coagulation factor XIIa protease activity; P00748; hit rate 0.3% among 220,000; purified FXIIa, Boc-QGR-AMC fluorogenic substrate, 2 h; inhibition, % at 5 µM; in the data active means inhibition above about 40%;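 further: 0% = enzyme with no compound and 100% = blank without enzyme; many of its hits are not listed in these tables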
Target sequence (P00748 20-372 limits assumed): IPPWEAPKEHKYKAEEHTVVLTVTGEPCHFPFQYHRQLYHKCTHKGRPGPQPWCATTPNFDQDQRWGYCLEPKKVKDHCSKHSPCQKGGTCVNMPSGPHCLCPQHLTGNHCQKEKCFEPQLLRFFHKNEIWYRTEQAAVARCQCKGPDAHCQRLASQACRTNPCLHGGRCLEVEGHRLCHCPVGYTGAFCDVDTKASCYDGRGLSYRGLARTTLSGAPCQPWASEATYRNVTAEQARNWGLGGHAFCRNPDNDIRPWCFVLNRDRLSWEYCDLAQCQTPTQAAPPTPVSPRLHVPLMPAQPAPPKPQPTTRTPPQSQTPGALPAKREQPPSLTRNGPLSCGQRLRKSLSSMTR
Target sequence (P00748 373-615 limits assumed): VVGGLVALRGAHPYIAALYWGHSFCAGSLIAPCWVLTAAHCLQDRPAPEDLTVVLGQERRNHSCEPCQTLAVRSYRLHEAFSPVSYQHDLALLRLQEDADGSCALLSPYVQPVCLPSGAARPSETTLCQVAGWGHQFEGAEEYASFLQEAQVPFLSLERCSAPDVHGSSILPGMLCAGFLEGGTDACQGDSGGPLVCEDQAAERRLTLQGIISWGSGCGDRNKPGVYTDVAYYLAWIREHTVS
Hck Nef HTS – blocks Nef-activated human Hck kinase; P08631; Recombinant Hck-YEEI plus Nef, Z-Lyte FRET kinase assay; inhibition, % at 20 µM; hit rate 0.68% among 220,000;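 active means Hck-Nef kinase inhibition above about 50%, limit read from the data; inactive means inhibition below that limit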;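 further: 0% = DMSO with Hck plus Nef and 100% = Hck alone without Nef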
Thrombin inh – inhibitors of human thrombin | alpha-thrombin, Boc-VPR-AMC fluorogenic substrate cleavage | inhibition, % at 5 µM | hit rate 0.26% among 220,000 | P00734 | AID 1046;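 active means inhibition at or above 40%; inactive means inhibition below 40%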;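 further: 0% = enzyme with no compound and 100% = wells without enzyme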
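System – human alpha-thrombin protein · Reagent – Boc-VPR-AMC substrate, 15 µM final · Compound – 5 µM single dose in 0.2% DMSO · Schedule – reaction at room temperature · Technique – AMC fluorescence at 355 nm excitation and 460 nm emission · Read-out basis – % inhibition relative to enzyme controls and enzyme-free blanks · Control set – no-compound enzyme wells and no-enzyme blanks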
TNF death inh – TNF-alpha cell death inhibition in Jurkat FADD-/- cells; Jurkat FADD-/- TNF necroptosis rescue, ATP luminescence, 24 h; 0 = TNF only, 100 = no-TNF cells; AID 463075; hit rate 0.068% among 220,000; activation (protection from cell death), % at 10 µM;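 active means activation, meaning protection from cell death, of at least 50% relative to plate controls; inactive means activation below 50%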;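 further: necroptosis triggered by 40 ng/mL TNF-alpha added together with compound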
FXIa inh 1536 – factor XIa (human) inhibition | purified FXIa, Boc-Glu-Ala-Arg-AMC fluorogenic substrate | inhibition, % at 5 µM | hit rate 0.14% among 220,000;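 active means inhibition of at least 40%; inactive means inhibition below 40%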;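 further: fluorescence of freed AMC excited at 355 nm; 0% = enzyme without compound and 100% = no enzyme blank; many of its hits are not listed in these tables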
Rad51 HR inh – Rad51 (human) homologous recombination inhibition; Q06609; hRad51 DNA strand exchange, fluorescence dequenching; inhibition, % at 10 µM; hit rate 0.085% among 200,000; AID 1385;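 active means inhibition above 40% at the single screening dose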;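 further: 0% = DMSO control wells and 100% = blanks with heterologous ssDNA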
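Material: human Rad51–ssDNA filaments; Probe or stimulus: labelled 47-mer dsDNA for strand exchange; Doses: single 10 µM dose; Incubation: 37 °C 15-min filament assembly, 30-min compound preincubation, 15-min exchange; Technique: FRET fluorescence dequenching, excitation 485 nm, emission 520 nm; Measure: Fluorescence-based percent inhibition, control- and blank-normalised; Benchmarks: plate control and blank wells.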
L929 necroptosis – L929 zVAD cell death inhibition. hit rate 0.38% among 220,000. AID 1377. viability rescue, % at 10 µM. L929 zVAD necroptosis rescue, ATP luminescence, 24 h; with zVAD 60 µM;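 active means activation, scaled between plate controls, above about 75%, limit read from the data; inactive means activation under that limit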;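 further: 0% = zVAD with DMSO and 100% = DMSO alone without zVAD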
Starred values were filed as active, the others as inactive; i = inactive; / = no result given. This is a subset. The share of hits here may be higher or lower than overall.

mol | hK5 inh | KCC2 mod | FXIIa inh | Hck Nef HTS | Thrombin inh | TNF death inh | FXIa inh 1536 | Rad51 HR inh | L929 necroptosis
COc1cc(C(=O)NC(=S)Nc2ccc3c(c2)C(=O)N(C)C3=O)cc(OC)c1OC | -10 | -0.13 | 8 | -1 | -3 | 0.3 | 8 | -24 | 0.0
Cn1c(=O)c2c(nc(NCCCN3CCOCC3)n2Cc2ccc(Cl)cc2)n(C)c1=O | / | / | / | 2 | / | 0.2 | / | 7 | 0.3
NC(=O)C1CNc2ccccc2O1 (stereo unspecified) | -2 | 0.36 | 2 | 6 | -8 | -0.2 | -6 | 3 | -0.6
CN(C)CCCNC(=O)/C=C/c1ccc(OCc2c(F)cccc2Cl)cc1 | 6 | -1.2 | 5 | 28 | -12 | 1.9 | 0 | -12 | -1.1
O=C(c1cc(F)c(F)cc1Cl)N1CCCCC1 | -24 | 0.68 | 7 | 3 | -1 | 0.8 | 4 | / | 0.2
Cc1[nH]c2ccccc2c1SCC(=O)N1CCCc2ccccc21 | 8 | 0.014 | 12 | 20 | 0 | 4.5 | 5 | 3 | 13
CCOC(=O)CN1C(=O)C(O)=C(C(C)=O)C1c1ccc(F)cc1 (stereo unspecified) | -14 | -0.53 | 12 | 0 | -3 | -3.3 | -2 | -3 | -0.3
O=C(CCNc1ccccc1)c1ccc2c(c1)OCO2 | -1 | -0.093 | 11 | -1 | -6 | -6.2 | 3 | -7 | -0.2
CCNC(=O)COC(=O)/C=C/c1cccc(F)c1 | -6 | 1 | 0 | 1 | -6 | 0.6 | -6 | 14 | 1.2
CC(C)COC(=O)c1cc(=O)[nH]c2ccccc12 | 10 | / | 13 | 1 | 7 | -0.6 | 5 | 9 | 0.2
COc1ccc(C(=O)CSc2nnc(-c3cccnc3)n2Cc2ccco2)cc1 | -5 | -0.19 | -3 | 1 | -4 | -0.2 | -8 | -5 | -0.2
Nc1ccc(O)cc1C(=O)OCC(=O)C12CC3CC(CC(C3)C1)C2 | -20 | / | -21 | 7 | -5 | -3.8 | -12 | 13 | 2.1

(next part)
mol | hK5 inh | KCC2 mod | FXIIa inh | Hck Nef HTS | Thrombin inh | TNF death inh | FXIa inh 1536 | Rad51 HR inh | L929 necroptosis
C(=N\N1CCN(Cc2cccc3ccccc23)CC1)/c1cccnc1 | -6 | -0.37 | 21 | -2 | 3 | -2.9 | 8 | 2 | 0.7
O=C(CSc1ccccc1C(=O)NCCCN1CCCC1=O)NCc1ccco1 | 10 | 0.24 | 13 | 0 | 2 | -1.3 | -17 | -12 | -0.3
COCc1ccc(C(=O)N2CCCC(C(=O)c3cccc(C(F)(F)F)c3)C2)o1 (stereo unspecified) | / | -0.89 | 15 | 3 | -1 | 0.5 | 2 | 14 | -0.1
CCC(c1nnc(SCCNCCO)n1CCN1CCOCC1)N(C)C (stereo unspecified) | -1 | 0.14 | 15 | 3 | -1 | -1.9 | -11 | 8 | -0.1
COC(=O)c1ccc(OCC(O)CN2C(=O)NC(C)(C)C2=O)cc1 (stereo unspecified) | -8 | / | 17 | 0 | -8 | 0.3 | -1 | -3 | 1.1
CC(C)OC(=O)CC1C(=O)NCCN1C(=S)NC(=O)c1ccccc1 (stereo unspecified) | -19 | 1.2 | -4 | -7 | 2 | -0.6 | -12 | 6 | 2.6
Cc1cccc(NC(=S)N2CCCN(c3ncccc3[N+](=O)[O-])CC2)c1 | -1 | / | 5 | 15 | -6 | 2.4 | 3 | 15 | 0.4
CCOC(=O)C(CCCOc1cccc(OC)c1)C(=O)OCC | -6 | 0.021 | 8 | -1 | -5 | -3.6 | 0 | 0 | 0.1
O=C(NN1CCOCC1)c1cc(-c2ccc(Br)s2)nc2ccccc12 | -1 | 0.43 | 10 | 14 | -24 | 0.3 | -5 | 4 | 1.0
Cc1ccc(C(C(=O)NC(C)(C)C)N(Cc2ccc3c(c2)OCO3)C(=O)c2ccc(CN3CCOCC3)o2)o1 (stereo unspecified) | 8 | / | 4 | 23 | -3 | 0.7 | -3 | -2 | -0.2
CCCC(=O)Nc1cc(Cl)ccc1N1CCN(C(=O)CC)CC1 | -6 | -0.62 | 17 | -5 | 1 | -1.8 | 9 | 2 | -0.3
NC(N)=N/N=C/c1cc([N+](=O)[O-])ccc1O | -14 | 1.1 | 12 | 3 | 0 | 0.8 | 12 | / | -0.5

(list continues)
mol | hK5 inh | KCC2 mod | FXIIa inh | Hck Nef HTS | Thrombin inh | TNF death inh | FXIa inh 1536 | Rad51 HR inh | L929 necroptosis
CC1(C)C/C(=C(/C#N)C(N)=O)CCO1 | 1 | 0 | 3 | 2 | 5 | -0.4 | -2 | -2 | 0.2
Cc1ccc(COn2c(-c3ccc(Cl)cc3)nc3ccc([N+](=O)[O-])cc32)cc1 | 3 | 0.0018 | 1 | 1 | 1 | -3.4 | 1 | -2 | 0.3
O=C(NCc1ccco1)C1CCC(N2C(=O)c3ccccc3C2=O)CC1 (stereo unspecified) | -5 | -0.71 | 4 | 1 | 0 | 0.6 | -1 | 0 | 1.8
CCS(=O)(=O)NCC(c1cccnc1)N1CCN(c2ccccc2OC)CC1 (stereo unspecified) | 0 | 1.2 | 20 | 1 | -1 | 0.6 | 18 | -3 | 0.7
CCOC(=O)C1CCCN(C(=O)/C=C/c2ccc([N+](=O)[O-])cc2)C1 (stereo unspecified) | -5 | 0.6 | 5 | 3 | -2 | 1.6 | 5 | -4 | 0.1
CCc1cc2c(SCC(=O)NC(=O)c3cccn3C)ncnc2s1 | 6 | 1.1 | 8 | 20 | -12 | 0.8 | -1 | -9 | 1.6
O=C(Nc1nc2c(s1)CCc1ccccc1-2)c1ccco1 | 9 | -1.5 | 13 | 3 | 2 | -6.0 | 9 | 3 | 0.9
Cc1ccccc1-c1nc2ccccc2o1 | 4 | 0.0034 | 15 | 0 | 3 | 0.6 | 4 | -3 | 0.1
COc1ccc(CCNC(=O)CSc2ccc(-c3cccs3)nn2)cc1OC | 1 | 0.13 | 6 | 29 | -5 | 0.5 | 3 | 5 | -0.7
COc1ccc(C(O)(c2ccccc2OC)C(CN2CCOCC2)c2ccccc2)cc1 (stereo unspecified) | -3 | -0.81 | 4 | 23 | -6 | -0.7 | -4 | -6 | -0.9
CC[C@@H](C)C(NC(=O)OC(C)(C)C)c1cn([C@@H](Cc2ccc(O)cc2)C(=O)N2CCN(C(=O)OC(C)(C)C)CC2)nn1 (stereo partly specified) | 17 | -1.5 | 16 | -20 | 15 | -0.5 | 12 | -2 | 2.7
COc1ccc(-n2nnnc2SCC(=O)c2ccc3c(c2)OCCO3)cc1 | -16 | -2.1 | 18 | 10 | -2 | -0.1 | 7 | -1 | -0.3

The list goes on:
mol | hK5 inh | KCC2 mod | FXIIa inh | Hck Nef HTS | Thrombin inh | TNF death inh | FXIa inh 1536 | Rad51 HR inh | L929 necroptosis
CN(Cc1ccccc1)C(=O)COc1ccc(-c2nnco2)cc1 | -11 | 0.86 | 16 | 3 | 1 | 3.0 | 4 | 13 | 1.2
COc1ccc(-c2nc(NC(=O)c3n[nH]c(=O)c4ccccc34)sc2C)cc1 | 4 | -0.13 | 0 | 2 | -11 | 1.2 | 5 | -3 | 0.0
CCOc1ccc(NC(=S)NNC(=S)Nc2cccc(C(F)(F)F)c2)cc1 | -12 | -1.9 | 8 | 2 | 1 | 2.7 | -4 | 11 | 74
CCC1(CC)C(=O)NC(=O)NC1=Nc1cccc(OC)c1 | -4 | / | 3 | 0 | 21 | -1.5 | -4 | -3 | 0.0
CC(=O)c1ccc(NC(=O)CN2C(=O)/C(=C/C(C)=C/c3ccccc3)SC2=S)cc1 | -6 | -0.34 | 5 | -1 | -10 | 3.7 | -3 | -10 | 3.1
O=C(CSc1nnnn1C1CCCCC1)Nc1ccccc1N1CCOCC1 | -4 | -1.2 | 6 | 27 | -10 | 1.7 | -2 | 17 | 0.4
S=C(Nc1ccc(Br)cc1)N1CCCC1 | -21 | 0.14 | 6 | 3 | -3 | 0.2 | 3 | 3 | 0.4
CN(C(=O)c1cccs1)c1ccc(OCC(=O)Nc2ccc(C(=O)O)cc2)cc1 | 0 | -0.74 | 7 | 18 | -10 | -0.2 | 0 | / | 0.1
CCCC(=O)c1cc2cc(Cl)ccc2oc1=O | -5 | / | 11 | 2 | 3 | -5.4 | -1 | 1 | -0.1
COc1cccc(-c2ccc(C#N)c(OC(=O)c3c(Cl)cccc3Cl)n2)c1 | -24 | 0.82 | 11 | -3 | 0 | -14 | 2 | -3 | -0.2
COc1ccc(-c2cc(C(=O)Nc3sc4c(c3C#N)CCCC4)c3ccccc3n2)cc1 | -17 | 0.15 | 11 | 2 | 3 | 1.4 | 8 | -10 | 1.5
O=C(Nc1cnn(Cc2ccc(F)cc2)c1)c1cc(-c2cccs2)on1 | -20 | -0.92 | 15 | 4 | 7 | -5.8 | -12 | -4 | 2.2

(cont.)
mol | hK5 inh | KCC2 mod | FXIIa inh | Hck Nef HTS | Thrombin inh | TNF death inh | FXIa inh 1536 | Rad51 HR inh | L929 necroptosis
CCn1c(SCC(=O)Nc2cc(C)on2)nnc1-c1cccnc1 | -6 | -0.019 | 22 | -2 | -1 | -1.3 | 4 | 2 | 0.9
CCOC(=O)c1cccc(N/C=C/C(=O)c2ccc(OC)c(OC)c2)c1 | -3 | / | -1 | 12 | -7 | -6.9 | -7 | 2 | 1.4
O=C(CCc1nc2ccccc2[nH]1)Nc1ccc(F)cc1 | -12 | -0.21 | 7 | 1 | -3 | -1.1 | -8 | 6 | -0.2
Fc1cccc(CSc2ccc3nnc(-c4ccccn4)n3n2)c1 | -8 | -1.1 | 7 | -3 | -3 | -4.1 | -4 | 18 | -0.3
CCN1CCCc2cc(CN(CCN3CCOCC3)C(=O)Nc3ccc(C)c(C)c3)ccc21 | 6 | -0.53 | 1 | -3 | -4 | 0.5 | -5 | 0 | 0.5
O=C(Nc1nccs1)c1ccc2c(=O)n3c(nc2c1)CCCCC3 | -5 | -1.2 | 8 | 3 | -3 | -2.0 | 16 | 8 | 28
CCCc1nc2ccc(NC(=O)c3ccco3)cc2c(=O)n1Cc1ccc(Cl)cc1 | -2 | -0.039 | 5 | -1 | -1 | 0.1 | 3 | 0 | 0.0
CCCn1c(C)cc(/C=C(\C#N)C(=O)OCC(=O)Nc2cccc(OC)c2)c1C | -8 | -0.27 | 4 | 1 | 15 | 2.0 | -6 | 0 | 2.1
CNc1nc(SCc2ccc(C)cc2)nc2c1CCCC2 | 31 | / | -12 | 0 | 2 | -3.3 | -1 | 7 | 0.0
COc1ccccc1N1C(C)=CC(=C(C#N)c2nc3ccccc3s2)C=C1C | 1 | i | 6 | 0 | -1 | -0.9 | 8 | -12 | 3.9
O=C(O)CNC(=O)c1ccc(N2CCOCC2)cc1[N+](=O)[O-] | 0 | 0.27 | 7 | 27 | / | 1.5 | 4 | -2 | 2.1

Individual results from above.
CCCc1nc2ccc(NC(=O)c3ccco3)cc2c(=O)n1Cc1ccc(Cl)cc1 | FXIIa inh = 5
O=C(O)CNC(=O)c1ccc(N2CCOCC2)cc1[N+](=O)[O-] | Hck Nef HTS = 27

Screening results deposited in PubChem by several laboratories.
